# Compound activity from PubChem.
# SDO1 yeast rescue – compounds rescuing growth of sdo1-depleted yeast, bone marrow failure model; 140,000 compounds, 0.21% hits; S. cerevisiae sdo1-depleted JHY4D growth rescue, OD600 30 h; active compounds read high; pdr5 snq2 efflux-pump mutant strain; z-score at 10 µM; AID 817;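 active = z-score above 3 at both the 24 hr and the 30 hr optical density reads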;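 note: z-score against mean and SD of all compound wells on the same plate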
# INS promoter inh – TRM-6 insulin promoter activity inhibition | inhibition, % at 2 µM | 130,000 compounds, 0.9% hits | TRM-6 cells (human fetal islet line), insulin promoter-eGFP reporter, imaging; reporter expression induced with tamoxifen | AID 1273;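 active = inhibition above the mean plus 3 SD, with well images judged a real hit on visual review, cut at about 60% in these data, passing the limit was not always enough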
# SDO1 yeast rescue Rescue 24 h – recorded beside SDO1 yeast rescue, whose call it bears; z-score; S. cerevisiae sdo1-depleted JHY4D growth rescue, OD600; measured here: growth rescue at 24 h;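 0 is the plate mean of compound wells and units are plate SD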
# * hit, by the source's call; . = no result given. Some of the compounds tested; count on the stated rates, not on these rows.
no. | canonical_smiles | INS promoter inh | SDO1 yeast rescue Rescue 24 h | SDO1 yeast rescue
1 | Cn1cc(C(=O)N2CCc3ccccc3C2)c(=O)c2cc(S(=O)(=O)N3CCCCC3)ccc21 | -50 | -0.33 | 0.35
2 | CCC(=O)n1nc(-c2ccc(OC)cc2)nc1N | -25 | 1.3 | 1.5
3 | CCOc1ccc(-c2nnn(CC(=O)Nc3cc(OC)ccc3OC)n2)cc1OCC | . | -0.21 | -1.1
4 | CN(C)CCCNS(=O)(=O)c1ccc(N2CCC(c3ccc(Cl)cc3)=N2)cc1 | 54 | -1.6 | -2.2
5 | CC1=C(C(N)=O)C(c2ccccn2)n2nc(SCc3ccccc3Cl)nc2N1 (configuration not stated) | -67 | -0.3 | -0.11
6 | Cc1ccc(OCCn2cc(C#N)c3ccccc32)cc1 | -276 | -0.51 | -1.6
7 | Cc1ccc(S(=O)(=O)N=C2SCCCS2)cc1 | 14 | -0.49 | -0.51
8 | CC1CCN(C(=O)CSc2nc3c(cnn3-c3ccc(Cl)cc3)c(=O)[nH]2)CC1 | 30 | -1.2 | -2
9 | C=CCOc1ccc(/C=N/NC(=O)C(=O)Nc2ccccn2)cc1OC | -45 | 0.55 | 0.41
10 | O=C(Cc1ccc(-n2c(=O)c3ccccc3n(Cc3cccc([N+](=O)[O-])c3)c2=O)cc1)NCC1CCCO1 (configuration not stated) | 6 | -0.09 | 0.2
11 | Cc1ccc(-c2c(C)n([O-])c3c([n+]2=O)CCCCC3)cc1 | -17 | 0.65 | 1.1
12 | C/C(=N\NC(=O)CN1CCN(S(=O)(=O)c2ccc(C)cc2)CC1)c1cccnc1 | . | -0.25 | 0.32
13 | COC(=O)c1nn(-c2cccc(Cl)c2)ccc1=O | 35 | . | .
14 | CCC(CC)c1nc(C#N)c(NCc2ccccc2)o1 | -21 | -1.6 | -1.2
15 | Cc1nnc(SCC(=O)c2ccccc2)n1Cc1ccccc1 | . | 0.28 | 0.28
16 | CC1CCCC(NC(=O)c2ccc3c(c2)N(Cc2ccccc2)C(=O)CS3=O)C1C (configuration not stated) | . | 1.1 | 0.48
17 | CC(=O)Nc1ccc(-c2nnc(SCc3ccccc3C#N)n2C)cc1 | . | 0.17 | 0.46
18 | COc1ccc(/C=N/NC(=O)COc2cccc3ccccc23)c(C(=O)O)c1OC | 33 | -0.7 | -0.24
19 | COc1ccc(C(=O)c2coc3ccc(O)c(CN4CCCCC4)c23)cc1 | . | 2.5 | 0.8
20 | N#Cc1cc2c(nc1SCc1ccccc1)CCCC2 | -17 | 2.3 | 0.54
21 | COc1cccc(-c2nnc(SCC3CNC(=O)O3)n2-c2ccc(Cl)cc2)c1 (configuration not stated) | . | 0.47 | 0.28
22 | N/C(=N\OCc1ccccc1)c1nonc1N | 7 | . | .
23 | CCN(CC)S(=O)(=O)c1cccc(C(=O)NCCc2ccccc2)c1 | 0 | . | .
24 | COc1ccc(C(=O)N2CCN(c3nc4cc(C)ccc4cc3C#N)CC2)c(OC)c1 | -10 | -0.01 | 0.11
25 | O=C1C(C2=C(O)c3ccccc3C2=O)=Nc2ccccc21 | -440 | -2.2 | -3
26 | O=C(O)C/C(=C\c1ccc(Cl)cc1)c1nc2ccccc2o1 | -5 | . | .
27 | O=C(Cc1ccccc1)c1c[nH]c(C(=O)NC2CCCC2)c1 | -13 | . | .
28 | Cc1ccc(-n2[nH]c(C)c(C=Nc3ccc(S(=O)(=O)N4CCOCC4)cc3)c2=O)c(C)c1 | -16 | 0.53 | 0.79
29 | COc1ccc(C2CC(=O)N3CN(c4ccc(C)c(Cl)c4)CSC3=C2C#N)cc1OC (configuration not stated) | . | 0.18 | 0.48
30 | Cc1ccc2cc(CN(C)S(C)(=O)=O)c(=O)[nH]c2c1 | -64 | . | .
31 | S=C(Nc1ccccc1)N1CCCCC1 | . | 0.57 | 1
32 | CCOC(=O)c1c(-c2ccccc2)csc1NC(=O)c1cc(S(=O)(=O)N2CCOCC2)ccc1C | -78 | 2.4 | 1.1
33 | CCC(C)NS(=O)(=O)c1ccc(S(=O)(=O)N(CCc2ccc(OC)c(OC)c2)Cc2cccs2)cc1 (configuration not stated) | -13 | 1 | 0.53
34 | CSc1ncccc1C(=O)OCc1ccccc1 | -23 | 0.18 | 0.76
35 | CCOC(=O)CCc1c(C)nc2cc(C3CCCN(C(=O)OC(C)(C)C)C3)[nH]n2c1=O (configuration not stated) | -29 | 1.4 | 1.8
36 | Cc1ccc(-n2c(=O)c3c(n4cnnc24)-c2ccccc2CC32CCCCC2)cc1 | 14 | 0.07 | -0.72
37 | CCc1nc2ccc(C(=O)Nc3ccc4c(c3)OCO4)cc2nc1CC | 29 | . | .
38 | CCN(C(=O)c1sc(N)c(C#N)c1C)C1CCCCC1 | -7 | 0.33 | -0.4
39 | Cc1ccc(N2C(=O)N(CC(=O)N3CCOCC3)C(=O)C2C)cc1 (configuration not stated) | 19 | . | .
40 | CCC(=O)Nc1cc(-c2nn3c(C)nnc3s2)ccc1C | . | 0.71 | 0.38
41 | OC(C#CCN1CCCC1)(c1ccccc1)c1cccc(F)c1 (configuration not stated) | 46 | -0.32 | 0.16
42 | CCn1nnc(-c2ccccc2NC(=O)c2ccc(-n3cnnn3)cc2)n1 | 49 | -1 | -0.22
43 | NC(=O)CSCc1cccc(Br)c1 | . | -0.08 | 0.53
44 | Cc1cc(NC(=O)CCC(=O)N(CC(=O)NC2CCCC2)Cc2ccc3c(c2)OCO3)no1 | -46 | . | .
45 | CCOc1ccc(N2C(=O)CC(Sc3nc(C)cc(C)n3)C2=O)cc1 (configuration not stated) | . | 1.6 | 1.1
46 | Cc1nc2ccc(NC(=O)N(C(C)C)C(C)C)cc2s1 | 57 | -1.1 | -0.05
47 | O=C(N/N=C/c1ccc(OCC(=O)N2CCOCC2)cc1)c1ccccc1Cl | 18 | . | .
48 | COCCNC(=O)CN(C(=O)CCC(=O)Nc1ccccn1)c1ccc(F)cc1 | 29 | 1.4 | 1.1
49 | O=C(CSC1=Nc2ccccc2C2=NC(CC(=O)NCc3ccco3)C(=O)N12)NCC1CCCO1 (configuration not stated) | 10 | 0.66 | 0.38
50 | O=C(Cn1ncc(Cl)c(Cl)c1=O)N1CCN(S(=O)(=O)c2ccc3ccccc3c2)CC1 | . | -0.03 | -0.13

# In the list so far, these have a furan ring, fused or not:
no. | canonical_smiles | INS promoter inh | SDO1 yeast rescue Rescue 24 h | SDO1 yeast rescue
19 | COc1ccc(C(=O)c2coc3ccc(O)c(CN4CCCCC4)c23)cc1 | . | 2.5 | 0.8
49 | O=C(CSC1=Nc2ccccc2C2=NC(CC(=O)NCc3ccco3)C(=O)N12)NCC1CCCO1 (configuration not stated) | 10 | 0.66 | 0.38

# Following part.
no. | canonical_smiles | INS promoter inh | SDO1 yeast rescue Rescue 24 h | SDO1 yeast rescue
51 | Cc1ccc(OCCn2cnc3c(N)ncnc32)cc1 | 3 | -0.12 | -0.09
52 | O=C(NC1CCN(Cc2ccccc2)CC1)C1COc2ccccc2O1 (configuration not stated) | . | -1.2 | -1.8
53 | Cc1nccn1-c1ccc(C(F)(F)F)cc1NC=O | -15 | 1.1 | 1.1
54 | CCC(C)(C(=O)NC1CCCC1)N(C(=O)CC1NC(=O)NC1=O)c1ccc(C)cc1 (configuration not stated) | -19 | -1.4 | -1.2
55 | COc1ccc(C)cc1NC(=O)CSc1nnc(-c2ccc(OC)c(OC)c2)n1N | 10 | -0.55 | -0.49
56 | O=[N+]([O-])c1cc(/C=N\O)ccc1Oc1ccc(F)cc1 | -9 | . | .
57 | CCc1nnc(SCc2ccc(OC)c(Br)c2)n1N | 12 | -0.18 | 0.24
58 | Cc1cc(Nc2cccc(F)c2)nc(NCc2ccccc2)n1 | . | -2.1 | -1.7
59 | CN(C)CCCN(C(=O)CCc1ccccc1)c1nc2ccc(Br)cc2s1 | -47 | . | .
60 | CCCCn1nnnc1NCc1ccc(N2CCCC2)cc1 | 45 | -0.29 | -0.77
61 | COc1ccc(N2C(=O)C(=O)/C(=C(/O)c3ccc(C)cc3)C2c2cccnc2)cc1 (configuration not stated) | -25 | -0.71 | 1.3
62 | NS(=O)(=O)c1cccc(NC(=O)COC(=O)Cc2ccc(Cl)cc2)c1 | -7 | . | .
63 | CS(=O)(=O)N1CCc2ccccc2C1 | -45 | 2 | 1.9
64 | Cc1ccc(C(=O)NCC(=O)OCC(=O)c2c(N)n(C)c(=O)n(C)c2=O)s1 | . | 0.75 | 0.62
65 | COc1ccc2ncc(OC(C)=O)cc2c1 | . | -0.07 | 0.76
66 | Cc1cc(C(=O)NC(=S)Nc2cccc(NC(=O)C(C)C)c2)ccc1[N+](=O)[O-] | 45 | -0.76 | -0.47
67 | O=c1cc(CN2CCN(Cc3ccccc3)CC2)c2cc(Cl)ccc2o1 | 8 | 1.4 | 2.4
68 | Cc1ccc(NC(=O)CN2C(=O)N/C(=C\c3cccnc3)C2=O)cc1 | 58 | . | .
69 | COc1ccc(N(CC(=O)Nc2ccccc2F)S(=O)(=O)c2ccc(C)c([N+](=O)[O-])c2)cc1 | 18 | . | .
70 | O=C(COC(=O)c1cccs1)Nc1ccccc1C(F)(F)F | 21 | . | .
71 | CN1CCc2c(C#N)c(N3CCCCC3)nc(NCc3ccccc3)c2C1 | -14 | -0.87 | -2.1
72 | COc1ccc(N2C(=O)CC(N3CCN(S(=O)(=O)c4c(F)cccc4F)CC3)C2=O)cc1OC (configuration not stated) | -8 | 1.4 | 1.6
73 | Cc1ccc(C(=O)NCCSc2ccc(Cl)cc2)cc1S(=O)(=O)Nc1ccccc1 | -21 | -0.2 | -0.28
74 | CCOc1cc(C)c(S(=O)(=O)Nc2ccc(Cl)cn2)cc1C | -75 | -0.08 | -0.78
75 | O/N=C1/CC/C(=N\O)c2nn(-c3ccccc3)nc21 | 54 | 0.52 | 0.88
76 | CCn1cc(C(=O)OC)c(=O)c2ccc(C)nc21 | -14 | . | .
77 | Cc1cc(=O)oc2cc(OCCSc3nnc(-c4ccccc4)o3)ccc12 | 6 | -1.5 | -0.78
78 | COc1ccc(C(=O)/C=C\c2ccc(NC(=O)c3cccs3)cc2)cc1 | 28 | 0.68 | 0.05
79 | COc1ccc(N2C(=O)[C@@H]3[C@H](C2=O)[C@H]2c4ccccc4C=CN2[C@@H]3C(C)=O)cc1 | -21 | -0.49 | -0.61
80 | CCCCS(=O)CC(O)COc1ccc(C(C)(C)C)cc1 (configuration not stated) | 34 | 1.9 | 1.4
81 | CC(=O)c1ccc(NC(=O)c2ccc(S(=O)(=O)c3ccccc3)cc2)cc1 | -52 | -0.3 | -0.52
82 | O=C(Cc1ccc(-c2ccccc2)cc1)NCCN1CCOCC1 | . | 0.43 | 0.53
83 | CCOC(=O)c1cnc2c(Cl)cccc2c1NCCN(C)C | 5 | 0.09 | 0.15
84 | COc1cccc(/C=N/NC(=O)CC(=O)NCCc2ccccc2)c1OC | -67 | -1.3 | -0.43

# Some of these compounds in order of SMILES length, largest number first:
no. | canonical_smiles | INS promoter inh | SDO1 yeast rescue Rescue 24 h | SDO1 yeast rescue
79 | COc1ccc(N2C(=O)[C@@H]3[C@H](C2=O)[C@H]2c4ccccc4C=CN2[C@@H]3C(C)=O)cc1 | -21 | -0.49 | -0.61
69 | COc1ccc(N(CC(=O)Nc2ccccc2F)S(=O)(=O)c2ccc(C)c([N+](=O)[O-])c2)cc1 | 18 | . | .
72 | COc1ccc(N2C(=O)CC(N3CCN(S(=O)(=O)c4c(F)cccc4F)CC3)C2=O)cc1OC (configuration not stated) | -8 | 1.4 | 1.6
66 | Cc1cc(C(=O)NC(=S)Nc2cccc(NC(=O)C(C)C)c2)ccc1[N+](=O)[O-] | 45 | -0.76 | -0.47
64 | Cc1ccc(C(=O)NCC(=O)OCC(=O)c2c(N)n(C)c(=O)n(C)c2=O)s1 | . | 0.75 | 0.62
73 | Cc1ccc(C(=O)NCCSc2ccc(Cl)cc2)cc1S(=O)(=O)Nc1ccccc1 | -21 | -0.2 | -0.28
81 | CC(=O)c1ccc(NC(=O)c2ccc(S(=O)(=O)c3ccccc3)cc2)cc1 | -52 | -0.3 | -0.52
62 | NS(=O)(=O)c1cccc(NC(=O)COC(=O)Cc2ccc(Cl)cc2)c1 | -7 | . | .
78 | COc1ccc(C(=O)/C=C\c2ccc(NC(=O)c3cccs3)cc2)cc1 | 28 | 0.68 | 0.05
77 | Cc1cc(=O)oc2cc(OCCSc3nnc(-c4ccccc4)o3)ccc12 | 6 | -1.5 | -0.78
67 | O=c1cc(CN2CCN(Cc3ccccc3)CC2)c2cc(Cl)ccc2o1 | 8 | 1.4 | 2.4
74 | CCOc1cc(C)c(S(=O)(=O)Nc2ccc(Cl)cn2)cc1C | -75 | -0.08 | -0.78
82 | O=C(Cc1ccc(-c2ccccc2)cc1)NCCN1CCOCC1 | . | 0.43 | 0.53
83 | CCOC(=O)c1cnc2c(Cl)cccc2c1NCCN(C)C | 5 | 0.09 | 0.15
76 | CCn1cc(C(=O)OC)c(=O)c2ccc(C)nc21 | -14 | . | .
65 | COc1ccc2ncc(OC(C)=O)cc2c1 | . | -0.07 | 0.76
63 | CS(=O)(=O)N1CCc2ccccc2C1 | -45 | 2 | 1.9
